From PubChem
Cav32 inh: Cav3.2 calcium influx blockers – cell-based, Fluo-4 calcium fluorescence, FDSS, MLSMR library, primary screen | Voltage-dependent T-type calcium channel subunit alpha-1H (Homo sapiens), O95180 | Cav3.2-expressing cells; hits give low values | B-score at 10 µM | 4% of 100,000 active | AID 449739, 2010;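 active = single-dose well whose peak fluorescence ratio is a statistical outlier from its plate by either plate-standardised score or position-corrected B-score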
* marks the source's active call; other numbers are inactive results. An excerpt. The share of hits here may be higher or lower than overall.

The opening two compounds, to show the layout:
Molecule	Cav32 inh
CCc1ccc(NC(=O)CCc2nc3cccnc3n2Cc2ccc(OC)cc2)cc1	-6.91*
COc1cccc(-c2noc(CCC(=O)NC3CCCCC3)n2)c1	-0.0808

The listing, previewed entries included:
Molecule	Cav32 inh
CCc1ccc(NC(=O)CCc2nc3cccnc3n2Cc2ccc(OC)cc2)cc1	-6.91*
COc1cccc(-c2noc(CCC(=O)NC3CCCCC3)n2)c1	-0.0808
COC(=O)CCn1nnc(-c2ccc(C(C)C)cc2)n1	-5.43*
CCOC(=O)CNC(=O)Cn1cnc2c(nnn2-c2ccc(F)cc2)c1=O	1.61
CCOC(=O)c1sc(C)c(C(=O)NCCCN2CCOCC2)c1N	0.592
COc1ccccc1NC(=O)N1CCN(c2ccccn2)CC1	-1.87
CSc1nnc2c3cc(F)ccc3n(Cc3ccccc3)c2n1	-0.00654
COc1cccc(C(=O)NC(C)C(c2cccs2)N2CCOCC2)c1 (stereo not given)	0.045
COc1ccc(C2CC3CC(c4ccccc4)N2O3)cc1 (stereo not given)	-0.0315
O=c1c2ccccc2nc(SCc2cc(F)cc3c2OCOC3)n1Cc1ccco1	-5.98*
CCOC(=O)c1c(NC(=O)CNCCO)sc(C)c1C	0.672
O=C1CS/C(=C\[N+](=O)[O-])N1c1ccccc1	0.167
Clc1ccc(CSc2nnc(NC3=NCCCCC3)s2)cc1	-0.842
Oc1ccc(-c2nccc(-c3cccs3)n2)cc1	0.00771
CCCCOC(=O)c1ccc(NC(=O)CSc2nncn2C)cc1	0.0718
CCOC(=O)c1sc(=S)n(CC)c1NC(=O)CC	0.309
O=C(Cn1cc2c(n1)CCCCC2)NCc1cccs1	1.02
CC(C)(C)OC(=O)NCCCC[C@H](NC(=O)c1[nH]cnc1C(=O)N[C@@H](Cc1ccccc1)C(=O)OC(C)(C)C)C(=O)OC(C)(C)C	-2.32
CCOc1ccc(NC(=O)CN2CCN(CC(=O)Nc3ccc(F)c(F)c3)CC2)cc1	-2.9
COc1ccc(-n2c(SC(CN3CCCCC3)CN3CCCC3=O)nc3ccccc3c2=O)cc1 (stereo not given)	-0.994

Filtered by structure: the compounds so far with two or more sulfur atoms (2)
Molecule	Cav32 inh
Clc1ccc(CSc2nnc(NC3=NCCCCC3)s2)cc1	-0.842
CCOC(=O)c1sc(=S)n(CC)c1NC(=O)CC	0.309

Going on with the list:
Molecule	Cav32 inh
COCC(C)NC(=O)c1ccccc1OC(C)=O (stereo not given)	0.0253
CC1CCCN(S(=O)(=O)c2cc(Cl)ccc2Cl)C1 (stereo not given)	-2.33
CCn1c(SCc2cccc(C(=O)O)c2)nnc1-c1ccccc1	0.0283
COC(=O)c1ccc(C(=O)OC)c(NC(=O)CSc2nnc(-c3ccccc3Cl)o2)c1	-0.0235
O=C(OCCCN1CCCC1)C1(c2ccccc2)CCCC1	0.793
COc1cc(C)c(C(C)C)cc1S(=O)(=O)NCCCn1ccnc1	0.131
N#Cc1c(SCC(=O)N2CCCCC2)nsc1SCC(=O)N1CCCCC1	1.55
COc1ccc(OC)c(S(=O)(=O)N(C)CC(=O)N2CCc3ccccc3C2)c1	0.876
Cc1ccc(CNC(=O)CSc2nc(C)cc(C)c2C#N)cc1	-1.6
N#CCCn1c2ccccc2c2nc3ccccc3nc21	0.46
CCn1nc(NC(=O)c2ccccn2)c2cc3cccc(C)c3nc21	-0.86
COc1ccc(Cn2c(/C=C/c3ccccc3)nc3ccccc32)cc1	-2.91
COc1ccc(N(C(C)C(=O)NCc2ccco2)S(C)(=O)=O)cc1 (stereo not given)	-0.00989
C=CCn1c(-c2cccc(OC)c2)nc2nc3ccccc3nc21	0.755
CCOc1ccccc1NC(=O)N1CCCC1C(=O)Nc1nnc(CC)s1 (stereo not given)	-0.0956
CCOc1ccc2nc(NC(=O)C3CCCN(S(=O)(=O)c4cccc5nonc45)C3)sc2c1 (stereo not given)	-0.02
COc1cccc(NC2=NCC(=O)N2Cc2cccs2)c1	-0.165
CCC(=O)N1CCN(c2nc(-c3ccc(Cl)cc3)cs2)CC1	0.918
OCCNc1nc(N2CCCC2)nc(N2CCCC2)n1	-0.243
c1ccc(-n2ncc3c(N4CCN(c5ccccn5)CC4)nc(N4CCCCCC4)nc32)cc1	-1.15

Continuation:
Molecule	Cav32 inh
CSC(=NC#N)N1CCN(c2ccc(Cl)cc2)CC1	-0.39
Cc1ccc2nc(C3CCCN(C(=S)Nc4ccccc4C)C3)[nH]c2c1 (stereo not given)	-0.427
Cc1occc1-c1nnc(SCC(=O)NCc2cccs2)n1-c1ccc(F)cc1	1.26
COc1ccccc1OCC(=O)Nc1ccc(S(=O)(=O)Nc2cc(C)nc(C)n2)cc1	0.174
Cc1ccc(-c2nnc3ccc(SCC(=O)Nc4cc(C)on4)nn23)cc1	0.313
CCOC(=O)[C@@H]1[C@H]2COc3ccc(Br)cc3[C@@H]2N2C(=O)N(c3cccc(F)c3)C(=O)[C@]12C	-1.7
C=CCOc1ccc(CNn2c(C)n[nH]c2=S)cc1OC	0.373
CCOc1ccc(-c2cn(S(=O)(=O)c3cccc4nsnc34)nc2N)cc1	0.131
CCSc1ccccc1C(=O)NCc1ccc(OC)cc1	0.234
N#Cc1cccc(NC(=O)N2CCC(c3nc4c(nnn4Cc4cccc(Cl)c4)c(=O)[nH]3)CC2)c1	-0.0868
Clc1ccc(-c2noc(CN3CCCC3)n2)cc1	-0.539
C=CCSc1nnc(-c2sc(-c3ccccc3)nc2C)n1C	-0.0119
Cc1ccccc1-c1nnc(SCC(=O)NCc2ccc3c(c2)OCO3)n1C	0.345
CN(C)C(=O)CSCc1c(Cl)cccc1Cl	0.00304
CC(C)=CCCC(C)N(C=O)C(C)CCC=C(C)C (stereo not given)	-1.4
Cc1ccc(Cn2c(SCC(C)C)nc3c2c(=O)[nH]c(=O)n3C)cc1	-0.788
CC(C)(C)NS(=O)(=O)c1ccc(NC(=O)c2cc(-c3ccccc3)nc3ccccc23)cc1	1.07
c1ccc(CN2CCN(CCCNc3ccc4nnc(-c5ccccc5)n4n3)CC2)cc1	0.884
COc1ccc(C2CC(c3ccc(Cl)cc3Cl)Nc3nc(N)nn32)cc1 (stereo not given)	-1.19
Cc1ccc(CNC(=O)C2CC(c3ccccc3C(F)(F)F)=NO2)cc1 (stereo not given)	-0.551

Nothing new here: 2 of the compounds above.
Molecule	Cav32 inh
COc1ccc(C2CC(c3ccc(Cl)cc3Cl)Nc3nc(N)nn32)cc1 (stereo not given)	-1.19
Cc1ccc(CNC(=O)C2CC(c3ccccc3C(F)(F)F)=NO2)cc1 (stereo not given)	-0.551

Additional structures
Molecule	Cav32 inh
O=C(Cc1cccs1)Nc1ccc(S(=O)(=O)N2CCCCC2)cc1	-3.72
CCn1c(CSc2nc3ccccc3s2)nnc1SCC(N)=O	-0.728
O=C(c1ccc(Cl)cc1)c1ccc(OCC(O)CN2CCOCC2)cc1 (stereo not given)	1.94
COC(=O)c1cccnc1-n1c(=O)c2cccnc2n(Cc2ccc(Cl)cc2)c1=O	-0.118
CCCn1nc(NC(=O)c2cccs2)c2cc3cc(OC)ccc3nc21	-0.137
CC(=O)NC(C1C(=O)CC(C)(C)CC1=O)(C(F)(F)F)C(F)(F)F	0.167
Cc1[nH]nc(N2CCCCC2)c1[N+](=O)[O-]	0.641
Cc1csc2ncc(C(=O)NCc3ccccn3)c(=O)n12	0.986
CN1CCN(S(=O)(=O)c2ccc(NC(=S)NC(=O)c3ccccc3)cc2)CC1	1.04
C=CCOC(=O)C1=C[C@H](c2cn(C(C)=O)c3ccccc23)C[C@H](OCc2ccc(CO)cc2)O1	-0.753
O=C(CCc1nc2ccccc2[nH]1)NC1CCCCC1	-0.546
C/C=C\C(=O)Nc1cccc(C2=NOC3(C2)C[C@@H](C(N)=O)N(C(=O)C2(C)CC2)C3)c1 (stereo not given in full)	0.343
CCOC(=O)CN1C(=O)N[C@@H](c2ccco2)C(C(C)=O)=C1C	0.603
O=S(=O)(Nc1ccc(Cl)c(C(F)(F)F)c1)c1cnc[nH]1	-1.45
Cc1cc(Cl)c(OCCCn2cncn2)c(Br)c1	-0.568
O=C(Nc1cccc2ncccc12)c1cccnc1	0.0308
CCCC(C)NC(=O)COC(=O)c1ccc(Cl)c(S(N)(=O)=O)c1 (stereo not given)	-0.392
COc1ccc(-c2c([C@H]3[C@H]4C=CC[C@@H](C)[C@@H]4C(=O)N3Cc3ccccc3)ccc3ccccc23)cc1	-0.512
COc1ccc(-n2c(Cc3cc(=O)[nH]c(=O)[nH]3)nnc2SCC(=O)NC2CCCC2)cc1	0.786
C=CCn1c(O)c(N=NC(=O)CNC(=O)/C=C/c2ccco2)c2ccccc21	-0.856

Carrying on:
Molecule	Cav32 inh
Cn1c(=O)[nH]c(=O)c2c1nc(Br)n2CCCCSc1nc2ccccc2o1	0.371
O/N=C(\COc1ccccc1O)c1ccccc1	-1.25
CNC(=O)c1ncnnc1N(C)C(=O)NCc1ccccc1	-0.808
S=c1[nH]nc(Cc2cccc3ccccc23)n1-c1ccccc1	-0.0988
CCCCCn1nc(C)c(/C=N/NC(=O)c2ccoc2C)c1C	-0.985
N#CC1(c2ccccc2)CCCN1C(=O)c1ccccc1Br (stereo not given)	0.581
CCOc1cc(CNc2ccccc2)cc(Br)c1OCc1ccc(F)cc1	-2.29
Cn1c(=O)n(C)c2cc(S(=O)(=O)NCCc3ccccc3)ccc21	-0.648
Cc1cc(C(=O)OCn2nnc3ccccc3c2=O)c(C)o1	-0.0236
O=C(NCc1ccco1)c1cc2n(n1)C(C(F)(F)F)CC(c1ccc(F)cc1)N2 (stereo not given)	-0.0208
COc1ccc(S(=O)(=O)n2oc(=O)cc2-c2ccccc2)cc1OC	-0.216
O=C(CSc1nc(-c2ccco2)cc(C(F)(F)F)n1)NC1CCCC1	-0.487
Cc1ccc(Cn2c(=O)c3c(nc4n3CCN4Cc3ccco3)n(C)c2=O)cc1	-1.17
O=C(O)C1=C[C@@H](c2ccc(Br)cc2)C[C@@H](OCc2ccc(CO)cc2)O1	-0.334
O=C(CCn1cccc1)Nc1ccc(F)cc1	1.01
CCCCC1C(=O)CC[C@H]2[C@@H]1CC(=O)[C@@H]2C/C=C\CCCC(=O)O (stereo not given in full)	1.21
CCOC(=O)CC(=O)Nc1nc2ccccc2s1	-0.17
CC(C)C(=O)NCCSc1c[nH]c2ccccc12	2.79
CCN(CC)c1ccc(NC(=O)CCCCCN2C(=O)c3ccccc3C2=O)cc1	-1.93
Cn1c(SCC(=O)N2CCCc3ccccc32)nnc1-c1c[nH]c2ccccc12	-0.537

Next section:
Molecule	Cav32 inh
CCCCNCc1cc(Cl)c(OCCC)c(OCC)c1	-1.29
CCSCC1COC(c2cccn2Cc2ccc(C)cc2)=N1 (stereo not given)	-1.93
O=C(COC(=O)c1ccc(S(=O)(=O)N2CCCC2)cc1)NCc1ccc(F)cc1	0.359
N/C(COc1ccc(F)cc1)=N\NC(=O)c1cccnc1Oc1ccccc1	1.5
COc1ccc(C2=Nc3ccccc3OC2)cc1	1.24
COC(=O)c1[nH]c2cc(OC)ccc2c1NC(=O)CN1CCN(c2cccc(C)c2)C(C)C1 (stereo not given)	-2.83
CCCCNS(=O)(=O)c1ccc(NC(=O)c2c(-c3ccccc3Cl)noc2C)cc1	-5.72*
CCC(C)OC(=O)C1=C(C)NC(=O)CC1c1ccccc1OC (stereo not given)	-0.769
O=S(=O)(/N=C(/c1ccccc1Cl)N1CCOCC1)c1ccccc1	0.168
O=C(N1CCOCC1)N1CCN(C(c2ccccc2)c2ccccc2)CC1	0.523
CC(C)C(NC(=O)c1ccco1)C(=O)NCC(c1ccco1)N1CCCCC1 (stereo not given)	0.133
CCOC(=O)N1CCN(C(=S)Nc2cc(OC)c(OC)cc2C(=O)OC)CC1	1.06
CC12CC(c3ccccc3O1)C(C(=O)NCc1ccccc1)C(=O)N2 (stereo not given)	-1.59
Cc1ccccc1OCc1nnc(SCc2cc(=O)[nH]c3ccccc23)o1	-0.645
COc1cccc(NC(=S)N2CCN(C/C=C/c3ccccc3)CC2)c1	-4.91*
O=C(CCN1C(=O)C2C3C=CC(C3)C2C1=O)NCCN1CCCc2ccccc21 (stereo not given)	0.619
Cc1ccc(-c2c(C#N)c(N)nc3c2CCCCC3)cc1	-0.807
Cc1ccc2c(CN3C(=O)NC(C)(c4ccc5c(c4)OCO5)C3=O)cc(=O)oc2c1 (stereo not given)	0.367
COc1ccc(-c2noc(CCC(=O)NCC3CCN(Cc4cccc(C)c4)CC3)n2)cc1	-3.02
COCCNC(=O)c1snc2ccc(Cl)cc12	0.0384

(next part)
Molecule	Cav32 inh
Cc1cc2oc(=O)cc(CN3CCC(C)CC3)c2cc1Cl	-9.86*
Cc1cc(Cl)ccc1OCCCC(=O)N1CCN(C(=O)c2ccco2)CC1	-1.76
Cc1ccc2nc(SCC(=O)Nc3cc(C(F)(F)F)ccc3N3CCOCC3)[nH]c2c1	-1.07
O=C(Cn1nnc(-c2ccccc2-n2cnnn2)n1)NCc1ccccc1	3.22
CCCc1cc(=O)oc2c(C)c(OS(C)(=O)=O)ccc12	0.157
Cc1ccc(CCNC(=O)C2CCN(S(=O)(=O)N3CCC4(CC3)OCCO4)CC2)cc1	-0.467
Nc1nnc(SCC(=O)N2CCN(Cc3ccccc3)CC2)s1	0.0307
Cc1ccc(NS(=O)(=O)c2cc(C(=O)N3CCN(C)CC3)ccc2C)cc1	1.59
COc1ccc(N2CCN(C(=O)CNC(=O)c3ccc(C(C)(C)C)cc3)CC2)cc1	0.211
S=c1[nH]nc(-c2cccc(Br)c2)o1	-0.243
C=CCN(C)CC/C=C1\c2ccccc2CSc2ccccc21	-0.692
CCCCCCn1c(CN2CCN(C)CC2)nc2c1c(=O)n(C)c(=O)n2C	0.0171
Cc1cc(-c2ccc(Cl)s2)n[nH]1	0.726
CCc1nc(NC(C)C)c2oc3ccccc3c2n1	1.17
